PGC1a acetyl inh: lowers PGC1a acetylation signal in U2OS cells. AlphaScreen anti-acetyl-lysine; with virally co-expressed GCN5 acetyltransferase. inhibition, % at 15.6 µM. actives 0.17% (n = 350,000). AID 651687;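 active = every replicate shows inhibition of at least 40%; inconclusive = mean inhibition at least 40% but some replicate below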;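 also: 0% = neutral control wells and 100% = positive control wells; some results beyond the cut were filed as inactive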
Cneo AK release: Cryptococcus neoformans lysis via adenylate kinase release. C. neoformans lysis, adenylate kinase release luminescence, 4 h; normalised: neutral wells 0, clomiphene wells 100. lysis activity, % at 15 µM. actives 0.2% (n = 360,000). AID 651654;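 active = mean lysis activity across replicates of at least 80%, whatever share of replicates individually reach that level; inactive = mean lysis activity below 80%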
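Material: C. neoformans cells | Amount: Yeast cell density of 5 × 10^6 cells/mL | Medium: Fresh YPD growth medium | Dosing: Single dose | Times: Static 4 h at 37 °C with compound, 1 h detection | Detection: AK luminescence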
miR-122 sensor: inhibitors of miR-122 in Huh7 cells; actives 0.3% (n = 340,000); AID 602342; activation (reporter increase), % at 12.5 µM; Huh7 miR-122 Renilla luciferase sensor, 48 h; neutral wells = 0, positive control = 100;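 active = mean replicate activation score at least 90 and every replicate individually at or above 90; inconclusive = only one of the two criteria met; inactive = neither criterion met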;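 also: higher luciferase means less miR-122 activity so hits act as miR-122 inhibitors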
Casp6 inh: caspase-6 (human) enzyme inhibition. purified caspase-6, Z-VEID-R110 cleavage fluorescence. actives 0.53% (n = 350,000). AID 686996. inhibition, % at 12.5 µM;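 active = mean inhibition across replicates at least about 35%, with every replicate also reaching that limit, limit read from the data; inconclusive = only one of the two criteria met; inactive = neither criterion met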;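 also: 0% = median of neutral control wells and 100% = no fluorescence left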
Target sequence (P55212 24-179 limits assumed): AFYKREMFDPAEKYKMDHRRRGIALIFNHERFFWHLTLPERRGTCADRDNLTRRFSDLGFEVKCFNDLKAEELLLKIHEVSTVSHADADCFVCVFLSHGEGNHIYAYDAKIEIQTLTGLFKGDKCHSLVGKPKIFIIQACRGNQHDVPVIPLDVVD
Target sequence (P55212 194-293 limits assumed): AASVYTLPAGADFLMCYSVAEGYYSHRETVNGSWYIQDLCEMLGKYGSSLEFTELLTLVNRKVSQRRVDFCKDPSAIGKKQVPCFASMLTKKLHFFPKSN
FN deposition inh: fibronectin deposition inhibition; AH1F fibroblasts, Alexa488-fibronectin deposition fluorescence, overnight; inhibition, % at 12.6 µM; actives 0.086% (n = 350,000); AID 743247;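 active = mean inhibition across replicates of 30% or more, regardless of how many single replicates reach that level; inconclusive = mean under 30% yet at least half of replicates reach 30%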;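 also: positive control wells lacked labelled fibronectin entirely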
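Material: AH1F fibroblast monolayer depositing Alexa488-labelled fibronectin into matrix | Input: 10000 AH1F cells/well | Medium: DMEM plus 2% serum, read in PBS | Reagent: Alexa488-fibronectin, 24 nM final in well | Compound dosing: One dose per compound, pinned | Schedule: 1 h adhesion, overnight exposure | Measured by: Fluorescence at 485 nm excitation, 525 nm emission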
LGR2 inh: Drosophila LGR2 receptor signaling inhibition; HEK293 LGR2, CRE-luciferase, bursicon-stimulated, 4 h; actives 0.35% (n = 380,000); inhibition, % at 9.99 µM;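 active = drop in luminescence signal, shown as inhibition above about 50% in the replicate tests, limit read from the data, passing the limit was not always enough; inconclusive = probably only some replicates passing the limit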;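 also: agonist challenge used bursicon conditioned medium at about half maximal strength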
PAX8 reporter: lowers PAX8-driven luciferase in RMG-I cells; RMG-I TPO-luciferase reporter, SteadyGlo, 24 h; inhibition, % at 12.6 µM; actives 1.2% (n = 360,000); AID 652154;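 active = mean replicate inhibition at least 60% with every replicate also reaching 60%; inconclusive = only one of the two criteria is met; inactive = mean below 60% and not all replicates reaching 60%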;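 also: luciferase light reporting Pax8 driven TPO promoter activity; plate controls were median of neutral control wells for no effect and mitoxantrone controls for full effect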
EWS-Fli block: inhibitors of EWS/Fli oncoprotein transcriptional activity | A673 NR0B1-luciferase reporter, viability-normalised | inhibition, % at 12.6 µM | actives 0.67% (n = 350,000) | AID 651661;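 active = mean inhibition of at least 50% after viability correction, with every replicate also passing that limit; inconclusive = mean reaches 50% but only one of two replicates passes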;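 also: firefly luciferase signal divided by Alamar Blue viability fluorescence both relative to DMSO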
An asterisk follows results filed as active; & = joins results of further samples; [ ] = another dose, or the depositor's remark.

Cc1ccc2c(c1)CC1(CN2C)C(=O)NC(=O)N(C(C)C)C1=O (configuration not stated) was read as PGC1a acetyl inh -51, Cneo AK release -1, miR-122 sensor 4, FN deposition inh 0 and PAX8 reporter -4.
O=c1cccc2n1CC1CC2CN(S(=O)(=O)c2cc(Cl)ccc2Cl)C1 (configuration not stated) was read as PGC1a acetyl inh 0, Cneo AK release 2, miR-122 sensor -3, Casp6 inh 0, FN deposition inh 4, LGR2 inh 1 and PAX8 reporter 7.
Screening C[C@@H]1CN([C@@H](C)CO)C(=O)CCCn2nncc2CO[C@@H]1CN(C)C(=O)Oc1ccccc1 returned PGC1a acetyl inh -1&5&1, Cneo AK release -1&0&-11, miR-122 sensor 2, Casp6 inh 4&0&-2, FN deposition inh -12&1, LGR2 inh -1&4, PAX8 reporter -11&5 and EWS-Fli block 6&1&-5.
For COc1cc2c(cc1OC)C13CCN4CC5=CCOC(CC(=O)O)C(C5CC41)C3N2 (configuration not stated) the results were Casp6 inh 3, FN deposition inh -18, LGR2 inh -7, PAX8 reporter 11 and EWS-Fli block -6.
COC(=O)[C@H]1[C@H](CO)[C@H]2Cn3c(ccc(-c4ccncc4)c3=O)[C@@H]1N2S(=O)(=O)c1ccccc1F was read as Cneo AK release 1, miR-122 sensor -7[16.7 µM], Casp6 inh 1, LGR2 inh -14, PAX8 reporter -1 and EWS-Fli block 1.
Screening C=C1C(C)C2C(Cc3ccccc3)NC(=O)C23OC(=O)/C=C/C(O)CCCC(C)C/C=C/C3C1O (configuration not stated) returned PGC1a acetyl inh 3, miR-122 sensor -3, Casp6 inh -1, FN deposition inh 41*, LGR2 inh 8, PAX8 reporter 93* and EWS-Fli block -12.
`O=C(NC1CC1)c1cn(Cc2ccccc2)nc1-c1ccccc1` gave Casp6 inh 1, FN deposition inh 9, LGR2 inh -12, PAX8 reporter 11 and EWS-Fli block 6.
CNC(=O)C[C@H]1CC[C@@H]2NC[C@H](O)COC[C@H]2O1 was read as Casp6 inh 3, FN deposition inh -1, LGR2 inh -2, PAX8 reporter -2 and EWS-Fli block 3.
`COC(=O)[C@@H]1[C@@H](CO)[C@@H]2Cn3c(ccc(/C=C/c4ccccc4)c3=O)[C@H]1N2C(=O)C1CC1` gave Cneo AK release 31, Casp6 inh 0, LGR2 inh -10 and EWS-Fli block 3.
For O=C1/C(=C\c2ccncc2)N2CCC1CC2 the results were PGC1a acetyl inh -9, Cneo AK release 0, miR-122 sensor -8, Casp6 inh -4, FN deposition inh -2, LGR2 inh 6, PAX8 reporter 8 and EWS-Fli block 6.
`Cc1ccccc1NC(=NCCCN1CC1)Nc1ccccc1C` gave Casp6 inh -4, FN deposition inh 2, PAX8 reporter 16 and EWS-Fli block -8.
`O=c1cccc2n1CC1CNC[C@H]2C1` gave PGC1a acetyl inh -1, Cneo AK release 0, miR-122 sensor -4, Casp6 inh -2, FN deposition inh -7, PAX8 reporter 12 and EWS-Fli block -2.
For COc1ccc(OC(=O)N(C)C[C@@H]2OCc3ccccc3-c3c(n(C)c4ccccc34)C(=O)N([C@H](C)CO)C[C@@H]2C)cc1 the results were PGC1a acetyl inh -3, Cneo AK release 1, miR-122 sensor 5, Casp6 inh -3, FN deposition inh 11&-10, LGR2 inh 21, PAX8 reporter 24 and EWS-Fli block -83.
`Cc1ccc(N2C(=O)NC(=O)C3(Cc4ccccc4N4CCCC43)C2=O)cc1` (configuration not stated) gave PGC1a acetyl inh -4, Cneo AK release 1, miR-122 sensor 2, FN deposition inh -5 and PAX8 reporter 1.
For O=C1NCN(c2ccccc2)C12CCN(C(c1cccs1)c1nnnn1-c1ccc3c(c1)OCCO3)CC2 (configuration not stated) the results were PGC1a acetyl inh -11, Cneo AK release 7, miR-122 sensor -8, Casp6 inh 2, LGR2 inh 0, PAX8 reporter 23 and EWS-Fli block 7.
`CCC1(CC)COP(=O)(OCC(Cl)CCl)OC1` (configuration not stated) gave PGC1a acetyl inh -12, Cneo AK release 1, miR-122 sensor -6, Casp6 inh -4, LGR2 inh -6, PAX8 reporter -8 and EWS-Fli block 2.
For COc1ccc(-n2c(O)c(C=NCCN3CCN(C(C)=O)CC3)c(=O)[nH]c2=S)cc1 the results were Cneo AK release 2, miR-122 sensor -12, Casp6 inh 0, FN deposition inh -8, LGR2 inh -6, PAX8 reporter -10 and EWS-Fli block -10.
`CCCCOC(=O)C1=C(N)OC2=C(C(=O)CC(C)(C)C2)[C@]12C(=O)N(C)c1ccccc12` gave PGC1a acetyl inh 4, Cneo AK release 0, miR-122 sensor -2 and LGR2 inh -3.
`COc1cccc(C(=O)C2CCCN(Cc3ccccn3)C2)c1` (configuration not stated) gave Casp6 inh -1, LGR2 inh 3, PAX8 reporter -3 and EWS-Fli block 2.
`CC(C)N(CC#CCC1(O)c2ccccc2-c2ccccc21)C(C)C` gave FN deposition inh -3, LGR2 inh -8, PAX8 reporter 2 and EWS-Fli block -16.
`CN1OCC2Cn3c(nc4ccccc43)C21` (configuration not stated) gave PGC1a acetyl inh 11, Cneo AK release 0, miR-122 sensor 10, Casp6 inh -6, FN deposition inh -1, LGR2 inh 4, PAX8 reporter 4 and EWS-Fli block -3.
COc1cc2c(cc1/C=C/[N+](=O)[O-])OCO2 was read as PGC1a acetyl inh -1, Cneo AK release 2, miR-122 sensor 1, Casp6 inh 0, FN deposition inh -2, LGR2 inh 103*, PAX8 reporter 37 and EWS-Fli block 19.
`CCOC(=O)[C@]12Cc3cc(OC)ccc3[C@H]1N(C(C)C)C(=O)c1cc(OC)ccc12` gave Casp6 inh 0, LGR2 inh inconclusive, PAX8 reporter 5 and EWS-Fli block 16.
For c1cc2c(cc1CCNC1C3CC4CC(C3)CC1C4)OCO2 (configuration not stated) the results were PGC1a acetyl inh 0, Cneo AK release -1, miR-122 sensor 3 and FN deposition inh 4.
`O=C(CCCN1CCC(n2c(=O)[nH]c3ccccc32)CC1)c1ccc(F)cc1` gave PGC1a acetyl inh -5, Cneo AK release -2, miR-122 sensor -2, Casp6 inh 6, FN deposition inh -5, PAX8 reporter -12 and EWS-Fli block 5.
COC(=O)[C@H]1[C@H](CO)[C@H]2Cn3c(ccc(C4=CCCCC4)c3=O)[C@@H]1N2C(=O)CC1CC1 was read as PGC1a acetyl inh -9, Cneo AK release 1, miR-122 sensor 4[16.7 µM], Casp6 inh 0, LGR2 inh 2, PAX8 reporter 6 and EWS-Fli block -1.
N#Cc1ccc(CN2Cc3ccccc3-n3nncc3C2)cc1 was read as PGC1a acetyl inh 1, Cneo AK release -2, miR-122 sensor 5, Casp6 inh 3, FN deposition inh 5, LGR2 inh 21, PAX8 reporter 3 and EWS-Fli block -3.
`O=C(COC(=O)Cc1ccccc1)Nc1ccc(Cl)cn1` gave Cneo AK release 1, miR-122 sensor -2, Casp6 inh -1, FN deposition inh -5, LGR2 inh -3, PAX8 reporter -8 and EWS-Fli block 6.
For COc1ccccc1NC1(C#N)CCCCC1 the results were Casp6 inh -1, FN deposition inh 22, LGR2 inh -7, PAX8 reporter 21 and EWS-Fli block -7.
For COc1ccc(C=C2C(=O)NC(=S)NC2=O)cc1OC the results were PGC1a acetyl inh -6, Cneo AK release 3, Casp6 inh 26, FN deposition inh -7, LGR2 inh -24, PAX8 reporter -14 and EWS-Fli block 0.
Screening COc1cc2c(cc1OC)C(C(=O)N1CCC3(CC1)OCCO3)C(c1ccccc1F)N(C)C2=O (configuration not stated) returned PGC1a acetyl inh 2, Cneo AK release 1, miR-122 sensor -6 and FN deposition inh -12.
`N#Cc1cccc(-c2ccc([C@H]3[C@@H](CO)N4CCCCN(C(=O)Cc5ccccc5)C[C@@H]34)cc2)c1` gave PGC1a acetyl inh -1, Cneo AK release -3, miR-122 sensor -11[16.7 µM], Casp6 inh 1, LGR2 inh 11, PAX8 reporter 14 and EWS-Fli block 8.
`O=c1[nH]c(=S)[nH]c(O)c1N=Nc1cc2c(cc1[N+](=O)[O-])OCO2` gave PGC1a acetyl inh 2, Cneo AK release 1, miR-122 sensor -4, Casp6 inh 8, FN deposition inh -4, LGR2 inh 7, PAX8 reporter -2 and EWS-Fli block 1.
Screening NN=C1C(Cl)=C(Cl)C(Cl)=C1Cl returned Casp6 inh 97*, LGR2 inh -5, PAX8 reporter 0 and EWS-Fli block 10.
Screening CCC(=NCCc1c[nH]c2ccccc12)c1c(O)n(-c2ccc(C)cc2)c(=O)[nH]c1=O returned Casp6 inh 0, FN deposition inh -16, PAX8 reporter 4 and EWS-Fli block 5.
For CCOC(=O)C1(CCc2ccccc2)CCN(Cc2csc(C(C)=O)c2)CC1 the results were PGC1a acetyl inh -11, Casp6 inh -2, FN deposition inh 8, LGR2 inh 30, PAX8 reporter 11 and EWS-Fli block 31.
For C/C(=N\N1CCCCCC1)c1c(O)n(-c2ccc(C)cc2)c(=O)[nH]c1=O the results were PGC1a acetyl inh -2, Cneo AK release 0, miR-122 sensor -1, Casp6 inh 1, FN deposition inh 4, LGR2 inh 5, PAX8 reporter -9 and EWS-Fli block -15.
Screening C[C@@H]1CN([C@H](C)CO)C(=O)CCCn2cc(nn2)CO[C@H]1CN(C)C(=O)Oc1cccc2ccccc12 returned PGC1a acetyl inh 7&-8&8, Cneo AK release 3&-1, miR-122 sensor 0, Casp6 inh -3&3, FN deposition inh -7&-2, LGR2 inh 2, PAX8 reporter -3&4 and EWS-Fli block 7&10&10.
Screening CN(C)P(=O)(NC(=O)c1cccn1C)N(C)C returned Casp6 inh -3, FN deposition inh -29, LGR2 inh 19, PAX8 reporter 4 and EWS-Fli block -12.
COC(=O)C1=C(c2ccc(OC)c(OC)c2)C[C@@H]2CC[C@H]1N2C(=O)N1CCOCC1 was read as PGC1a acetyl inh -6, Cneo AK release 7, miR-122 sensor -4, Casp6 inh -1, FN deposition inh -1, LGR2 inh 3, PAX8 reporter -16 and EWS-Fli block -9.
For COc1ccc(CCNCc2ccc(OC)c(OC)c2OC)cc1 the results were PGC1a acetyl inh -7, Cneo AK release 3, miR-122 sensor 15, Casp6 inh 11, LGR2 inh 1 and EWS-Fli block 2.
For Cc1ccc(N)c(C)c1 the results were PGC1a acetyl inh 4, Cneo AK release -1, miR-122 sensor 2, Casp6 inh 0, LGR2 inh 13 and EWS-Fli block 6.
`CC1(C)C[C@H]2C=C(C=O)[C@]3(C=O)C[C@]3(C)[C@H]2C1` gave PGC1a acetyl inh 17, Cneo AK release -1, miR-122 sensor -5, Casp6 inh 0 and EWS-Fli block 28.
Screening COc1ccc2c3c1OC1[C@H](O)CCC4[C@@H](C2)N(C)CC[C@]314 (some centres not stated) returned PGC1a acetyl inh -2, Cneo AK release 0, miR-122 sensor -2, Casp6 inh 3, LGR2 inh -2 and EWS-Fli block -8.

Quoted at random: 2 entries already listed.
For COc1ccc(CCNCc2ccc(OC)c(OC)c2OC)cc1 the results were PGC1a acetyl inh -7, Cneo AK release 3, miR-122 sensor 15, Casp6 inh 11, LGR2 inh 1 and EWS-Fli block 2.
Screening COc1ccc2c3c1OC1[C@H](O)CCC4[C@@H](C2)N(C)CC[C@]314 (some centres not stated) returned PGC1a acetyl inh -2, Cneo AK release 0, miR-122 sensor -2, Casp6 inh 3, LGR2 inh -2 and EWS-Fli block -8.

An excerpt (hit frequency here may not be typical).
